From PubChem BioAssay
GAA glycogen mod = GAA glycogen-cleavage inhibition or activation | 300,000 compounds, 0.38% hits | AID 2100 | recombinant GAA, glycogen substrate, Amplex Red glucose oxidase fluorescence | Potency, µM (series often up to 76.4 µM), for the others: top-dose activity change, negative = inhibition, hits mostly inhibitors | P10253;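 note: 0% = full enzyme reaction and -100% = no-enzyme basal signal; the screen sought inhibitors and activators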
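Recombinant human enzyme (4 nM); glycogen substrate; 37 C, 40 min, pH 5.0. Readout: coupled glucose oxidase/Amplex Red fluorescence.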
Tau fluor cs = counter-screen for tau fibril formation inhibitors. tau K18 P301L Alexa594 fluorescence, heparin fibrillization. Potency, µM (highest dose often 57.7 µM), without a hit: at the top dose activity change, negative = decrease. 280,000 compounds, 0.93% hits; note: % is set by controls: 0 for no effect and ±100 for the full control effect; nearly all actives have a fitted effect of over 55% in size
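Human K18 P301L tau (15 uM unlabeled plus 0.24 uM Alexa 594-labeled, final) in 100 mM sodium acetate pH 7 was mixed with compound and 20 uM heparin and incubated 6 hr at 37 C.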
Tau FP inhib = tau fibrillization inhibition (FP); Potency, µM (doses to about 57.7 µM), for the others: at the top dose activity, negative = inhibition, most hits filed as inhibitors; 280,000 compounds, 0.39% hits; K18 P301L tau heparin fibrillization, Alexa594 FP, 6 h; AID 1468; P10636; note: % is set by controls: 0 for no effect and ±100 for the full control effect; nearly all actives have a fitted effect of over 55% in size
Target sequence (P10636 561-689 P618L limits assumed): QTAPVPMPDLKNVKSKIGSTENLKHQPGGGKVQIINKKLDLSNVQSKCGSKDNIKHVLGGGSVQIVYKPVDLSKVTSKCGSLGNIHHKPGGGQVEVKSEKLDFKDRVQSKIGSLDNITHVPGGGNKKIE
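Compound effects on tau fibrillization are measured by Alexa 594 fluorescence polarization (ex 555, em 632 nm). K18 P301L tau is used at 15 uM with 0.24 uM labeled tracer, and 20 uM heparin induces aggregation over 6 hr at 37 C.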
HTT cytoprotect = Huntington cell model cytoprotection by ATP luminescence. PC12 HTT-Q103 induced, cytoprotection, ATP luminescence, 40 h. 230,000 compounds, 0.14% hits. AID 1471. Potency, µM (titrated, usually from 56.4 µM), for inactives: cytoprotection (ATP increase), usual class: activators;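 note: % of control where 0% means no effect; nearly all actives have a fitted effect of over 45% in size; toxic huntingtin expression switched on by the ecdysone agonist tebufenozide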
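ATP quantification (ATPlite) reports survival of PC12 cells in which tebufenozide, 100 nM final, switches on Htt exon 1 with 103 glutamines linked to GFP; compounds are titrated.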
aGal spleen mod = alpha-galactosidase A (human) modulation | Potency, µM (top dose mostly 80 µM), for inactives: at the top dose activity change, negative = inhibition, most hits filed as inhibitors | P06280 | human spleen homogenate, 4MU-alpha-Gal fluorescence, 40 min | 240,000 compounds, 0.008% hits;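 note: 0% = enzyme with vehicle and -100% = no enzyme basal signal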
Target sequence (P06280 32-429 limits assumed): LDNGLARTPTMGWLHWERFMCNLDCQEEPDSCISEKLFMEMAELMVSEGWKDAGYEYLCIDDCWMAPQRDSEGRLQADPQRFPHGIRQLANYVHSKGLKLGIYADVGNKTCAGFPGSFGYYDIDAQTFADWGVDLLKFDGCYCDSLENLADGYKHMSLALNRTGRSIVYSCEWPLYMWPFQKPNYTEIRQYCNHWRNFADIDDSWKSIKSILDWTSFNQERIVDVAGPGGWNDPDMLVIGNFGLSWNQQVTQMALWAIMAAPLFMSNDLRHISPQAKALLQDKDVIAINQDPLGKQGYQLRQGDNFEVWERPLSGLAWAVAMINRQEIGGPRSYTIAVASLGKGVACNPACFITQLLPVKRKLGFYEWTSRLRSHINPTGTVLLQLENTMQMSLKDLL
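Human spleen homogenate (1 ug) as enzyme source, 4-methylumbelliferyl-alpha-D-galactopyranoside 1 mM final, citrate/phosphate pH 5.0 with 0.01% Tween-20. Compounds 40 min at 37C, NaOH/glycine stop; fluorescence Ex 365/Em 440, Hill-fit AC50.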
Tau ThT inhib = inhibitors of human tau fibril formation, thioflavin T binding | P10636 | recombinant tau K18 P301L (four-repeat tau fragment), heparin-induced fibrillization, ThT fluorescence | Potency, µM (highest dose often 57.4 µM), inactives show top-dose activity, negative = inhibition, usual class: inhibitors | 270,000 compounds, 2.1% hits; note: % is set by controls: 0 for no effect and ±100 for the full control effect; nearly all actives have a fitted effect of over 55% in size
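K18 P301L tau (15 uM + 0.24 uM Alexa 594-tagged), heparin 20 uM, NaOAc pH 7, 6 h 37 C; ThT 30 uM, 1 h RT, ex 450/em 510 nm.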
GAA inh = alpha-glucosidase (human) inhibition; AID 1466; 200,000 compounds, 0.005% hits; purified human GAA, 4-MU-alpha-glucoside fluorescence; P10253; Potency, µM (titrated, usually from 76.9 µM), for inactives: at the top dose activity change, negative = inhibition, actives largely listed as inhibitors;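 note: plate controls were uninhibited enzyme wells for no effect and no-enzyme background for full effect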
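Fluorescence at Ex 365/Em 440 nm from 4-methylumbelliferone reported enzyme activity after 20 min at room temperature. Reactions used 4 nM enzyme and 400 uM substrate at pH 5.0; curves fitted with the Hill equation.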
GAA spleen mod = inhibits or activates alpha-glucosidase in human spleen homogenate. P10253. 240,000 compounds, 0.006% hits. Potency, µM (doses to about 79.9 µM), without a hit: top-dose activity change, negative = inhibition, usual class: inhibitors. human spleen homogenate, 4-MU-alpha-glucoside fluorescence;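 note: 0% = enzyme with vehicle and -100% = no enzyme basal signal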
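Human spleen homogenate (1 ug) with 4-methylumbelliferyl-alpha-D-glucopyranoside (1 mM final) in 50 mM citrate/phosphate pH 5.0, 0.01% Tween-20; 40 min at 37 C. Stopped at pH 10; 4-MU fluorescence Ex 365/Em 440 nm; AC50 by Hill fit.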
Active calls of the source: *; ? = inconclusive; / = no result given; & = joins results of further samples; [ ] = another dose, or the depositor's remark. Calls come from the whole dose curve; as a rule, active = well fitted curve in the direction sought with a large enough effect; inconclusive = small, poorly fitted or top-dose-only effect, or another doubt; inactive = no such curve, though single readings can be large; an effect the other way counts as inactive or inconclusive. Potency is the fitted concentration of half-maximal effect.

SMILES	GAA glycogen mod	Tau fluor cs	Tau FP inhib	HTT cytoprotect	aGal spleen mod	Tau ThT inhib	GAA inh	GAA spleen mod
COc1ccc(NC(=O)CN2C(=O)CSc3ccc(S(=O)(=O)N4CCCC4)cc32)cc1OC	-1.0%[76.3 µM]	-25.0%	-0.6%	/	/	-5.8%	/	/
CN(C)/C(CN1CCN(C=O)CC1)=C1\N=C(c2ccccc2)OC1=O	6.8%	-18.3%	-5.0%	-1.9%	-6.7%	?	-11.2%	-8.7%
CCCN(C(=O)c1cc2c(=O)oc3ccccc3c2s1)c1ccccc1C	-4.1%[76.3 µM]	-24.5%	-4.8%	/	/	-8.0%	/	/
Cc1ccccc1CSc1nnc(CCCCCNC(=O)OC(C)(C)C)o1	-6.9%	-6.4%	7.9%	11.5%[10 µM]	-9.1%	-11.6%	/	-10.6%
CCCCCC(=O)Nc1ccc(NC(=O)c2cc3ccccc3o2)c(OC)c1	17.0%[76.3 µM]	0.0%	-1.5%	/	/	-0.2%	/	/
Cc1ccc(Cl)cc1NC(=O)C(Cc1ccccc1)NS(=O)(=O)c1cccc2nsnc12 (stereo not drawn)	-3.0%[76.3 µM]	-25.9%	-9.4%	/	/	-2.2%	/	/
COc1ccc(CCNC(=O)CCn2c(=O)c3ccccc3n(CC(=O)NCC3CCCO3)c2=O)cc1OC (stereo not drawn)	2.8%	1.6%	-0.9%	11.1%	-6.1%	4.1%	0.0%	-0.7%
O=C(O)c1cc(-c2ccc(/C=C3/SC(=S)N(Cc4ccccc4)C3=O)o2)ccc1Cl	2.4%	1.9%	-6.2%	24.4%	11.3%	10µM*	-0.1%	8.0%
Cc1ccc(Sc2c(C#N)c(-c3ccccc3)nn2C)cc1	-3.1%	-24.6%	-5.9%	-16.8%	-1.4%	-9.8%	1.5%	-8.7%
COc1cc(-c2nc3ccccn3c2/N=C/c2ccc(F)cc2)ccc1O	?	-19.6%	-11.2%	0.3%	-4.6%	?	-8.4%	-24.4%
N#Cc1c(NC(=O)CSc2nnnn2C2CCCCC2)sc2c1CCCC2	8.7%	-3.9%	4.1%	-11.1%	6.2%	-7.4%	1.3%	-3.5%
Cc1ccc(N(Cc2cccs2)C(=O)COc2ccccc2[N+](=O)[O-])cc1	-6.1%[76.3 µM]	-29.5%	-3.2%	/	/	-9.1%	/	/
CCOC(=O)CNC(=S)N(Cc1cccs1)C1CCCCC1	-1.0%	-22.0%	4.8%	25.3%[10 µM]	-3.8%	-13.2%	-24.3%	-3.2%
COc1ccc(CCN=C(N)NS(=O)(=O)c2ccc(C)cc2)cc1OC	3.8%	-2.9%	-6.4%	-12.7%	-2.8%	-4.7%	3.9%	-2.5%
COC1=CC(C)C2CC3OC(=O)CC4C(C)=C(OC)C(=O)C([C@]2(C)C1=O)[C@]34C (stereo partly drawn)	/	-5.1%	1.5%	/	-2.6%	-3.2%	/	-0.8%
CCCn1nnnc1SCC(=O)Nc1ccc(F)cc1	7.5%	-0.6%	1.6%	-5.8%	-2.5%	2.3%	-3.8%	2.1%
Cc1cc(CSc2ccccc2)ccc1NC(=O)COc1ccccc1C	11.8%	-0.1%	2.5%	6.0%[10 µM]	-1.4%	-20.3%	2.3%	-0.9%
COc1ccc(/C=c2\s/c(=C/C(=O)c3ccc(C)cc3)[nH]c2=O)c(OC)c1	2.7%	?	?	7.3%[10 µM]	-1.8%	?	?	-7.0%
N#CC1=C(S)N(c2ccc(F)cc2)C(c2cccs2)NC1=O (stereo not drawn)	4.0%	-12.8%	?	-26.6%	-10.0%	?	?	6.5%
COc1ccc(CNC(=O)Cn2nnc3ccccc3c2=O)cc1	1.2%	-3.6%	-2.2%	18.0%[10 µM]	7.3%	/	/	-3.0%
Cc1ccc(C)c(-n2nnnc2SCC(=O)NNC(=O)c2ccco2)c1	16.3%	0.8%	-0.8%	9.0%[10 µM]	-7.9%	-0.8%	7.4%	-4.1%
C/C=C/c1ccc(OC(C)=O)c(OC)c1	7.0%	-8.7%	-1.8%	/	0.7%	-9.4%	3.1%	-1.9%
O=C(NC(=S)Nc1ccccc1N1CCOCC1)c1sc2ccccc2c1Cl	-0.5%	-14.4%	-5.2%	13.1%[10 µM]	-1.5%	?	6.9%	-8.4%
Cc1ccc(C(=O)N(Cc2ccc3c(c2)OCO3)Cc2nc3ccccc3c(=O)[nH]2)cc1	0.4%	-8.9%	-0.6%	6.4%	0.5%	-8.8%	-1.4%	-0.4%
CCOC(=O)c1cnc(-n2nc(C)cc2C)nc1NNc1cc(-c2ccccc2)nc(C)n1	-4.5%	3.3%	7.9%	-68.9%[inhibitor][10 µM]	-19.2%	5.5%	?	-12.1%
CCOc1ccccc1-n1nnnc1SCC(=O)Nc1cc(C)on1	1.5%	-6.0%	-1.9%	-15.0%	2.8%	-8.9%	1.1%	-5.6%
Cc1ccc(-c2nc3ccccc3s2)cc1NC(=S)NC(=O)c1cccc2ccccc12	-9.2%	-4.3%	-6.0%	/	4.6%	-12.1%	-4.0%	8.3%
COc1cc(NC(=S)NCc2ccc(S(N)(=O)=O)cc2)cc(OC)c1	-2.7%	-13.5%	-4.1%	14.0%	3.6%	-6.2%	-0.1%	-11.0%
Cc1nnc(SCC(=O)NC(C)(C)C)n1NCc1ccc(Cl)cc1	5.2%	-4.2%	-2.7%	-4.9%[10 µM]	-22.8%	2.0%	10.6%	-0.3%
COC(=O)[C@@H]1C[C@@]2(O)[C@@H](O)[C@@H](O)[C@@H](O)C[C@H]2N1Cc1ccc(-c2ccccc2)cc1	2.3%	-4.9%&-2.3%	?	-44.7%	4.7%&4.3%	5.4%&-8.0%	/	-0.7%&3.9%
COc1ccccc1[C@H]1C(c2ccccc2)=NN(c2ccccc2)[C@@H]1CO	/	31.6µM*[quencher]	15.5%[81.3 µM]	-167.7%[inhibitor]	?	?	/	?
CCc1ccc(-c2cc(C(=O)Nc3c(C)n(C)n(-c4ccccc4)c3=O)c3ccccc3n2)s1	-1.1%	-3.2%	-0.6%	-58.0%[inhibitor]	11.9%	?	1.1%	-5.0%
CCOC(=O)CNC(=O)c1ccc(OCC(F)(F)F)cc1	10.8%	-0.2%	-6.1%	-13.8%	-11.6%	-7.8%	-0.1%	/
Cc1cc(C(=O)Nc2sc3c(c2C#N)CCCCC3)cs1	-2.6%	-16.0%	-5.8%	-30.4%	0.0%	?	-0.4%	-5.4%
COc1ccc(-c2cn(-c3ccc(C)cc3)c(=O)n2CC(=O)Nc2ccc(OC)cc2OC)cc1	-14.3%	-25.4%	13.4%	-12.6%	-5.0%	?	-7.1%	-6.1%
CCSc1n[nH]c(=S)s1	?	-5.0%	-10.1%	-24.6%	4.5%	-2.9%	1.2%	7.9%

Arranged by SMILES length (rising): 4 of the compounds above
SMILES	GAA glycogen mod	Tau fluor cs	Tau FP inhib	HTT cytoprotect	aGal spleen mod	Tau ThT inhib	GAA inh	GAA spleen mod
CCOC(=O)CNC(=O)c1ccc(OCC(F)(F)F)cc1	10.8%	-0.2%	-6.1%	-13.8%	-11.6%	-7.8%	-0.1%	/
CCOC(=O)c1cnc(-n2nc(C)cc2C)nc1NNc1cc(-c2ccccc2)nc(C)n1	-4.5%	3.3%	7.9%	-68.9%[inhibitor][10 µM]	-19.2%	5.5%	?	-12.1%
CCc1ccc(-c2cc(C(=O)Nc3c(C)n(C)n(-c4ccccc4)c3=O)c3ccccc3n2)s1	-1.1%	-3.2%	-0.6%	-58.0%[inhibitor]	11.9%	?	1.1%	-5.0%
COC(=O)[C@@H]1C[C@@]2(O)[C@@H](O)[C@@H](O)[C@@H](O)C[C@H]2N1Cc1ccc(-c2ccccc2)cc1	2.3%	-4.9%&-2.3%	?	-44.7%	4.7%&4.3%	5.4%&-8.0%	/	-0.7%&3.9%

Next structures
SMILES	GAA glycogen mod	Tau fluor cs	Tau FP inhib	HTT cytoprotect	aGal spleen mod	Tau ThT inhib	GAA inh	GAA spleen mod
CCc1c(C)[nH]c2ccc(OC)cc2c1=S	-13.0%	-15.3%	-5.4%	3.6%[10 µM]	8.8%	?	-5.4%	5.3%
CCOC(=O)c1cc2cc(OC)ccc2[nH]1	8.5%	-15.8%	4.1%	-7.2%	2.7%	-7.9%	-4.9%	6.2%
CN=Cc1cc(-c2ccccc2)sc1O	?	-20.6%	11.0%	-23.4%[10 µM]	-4.2%	?	-7.5%	-12.5%
CCCn1c(C)nc2c(NCCCN(CC)CC)nc(C)nc21	/	-4.8%	-7.0%	-57.1%[inhibitor]	0.6%	0.9%	/	7.3%
Brc1ccc(-c2nc(-c3ccncc3)no2)o1	3.2%	-5.1%	-0.3%	-26.2%[0.074 µM]	2.0%	-7.8%	-13.8%	-3.9%
CSc1nc2ccccc2cc1/C=C(\C#N)c1ccccc1	14.3%	-20.0%	-12.0%	-82.3%[inhibitor]	-5.0%	-8.6%	-10.5%	0.4%
COCCN=c1scc(C)n1/N=C/C1CC2C=CC1C2 (stereo not drawn)	-23.2%	-7.1%	-5.8%	-16.9%	0.2%	2.0%	0.7%	1.8%
Cc1nnc2n(Cc3ccccc3)c(=O)c3c4c(sc3n12)CCCC4	-1.4%	-5.3%	0.0%	-13.0%[10 µM]	1.6%	-7.6%	4.6%	-0.5%
O=C(Nc1ccc(C(=O)O)cc1)/C(=C\c1ccc2c(c1)OCO2)NC(=O)c1ccccc1	0.4%	-2.2%	-1.5%	-36.5%[inhibitor]	1.3%	-4.8%	1.1%	-1.9%
COc1cccc(C(=O)Nc2ccc(NC(C)=O)cc2)c1	11.2%	-4.2%	4.4%	-21.5%	9.9%	-8.4%	5.4%	3.5%
NC(=O)CSc1nnc(-c2cc(-c3ccc(Cl)cc3)nc3ccccc23)o1	8.2%	-11.8%	?	-38.2%[inhibitor]	-5.6%	2.0%	-12.3%	-4.5%
Cc1cc(C)cc(-n2c(N)c(C(=O)Nc3c(C)n(C)n(-c4ccccc4)c3=O)c3nc4ccccc4nc32)c1	-1.4%	1.9%	13.2%	-30.2%[10 µM]	1.9%	-14.3%	12.4%	-5.4%
COc1ccc(OCC(=O)N(Cc2ccco2)C2CCS(=O)(=O)C2)cc1 (stereo not drawn)	-3.8%	-14.5%	0.5%	5.5%[10 µM]	-5.2%	-14.8%	/	-3.8%
O=C(C[n+]1cc(-c2ccc(Cl)c(Cl)c2)n2c1CCC2)N1c2ccccc2Sc2ccccc21	4.7%	?	-14.4%	-8.3%[10 µM]	-3.0%	?	?	-3.7%
